Vif inh – blocks HIV Vif function | HEK293T cells, Vif self-association by quenched fluorescence, imaging, 24 h | inhibition, % at 7.49 µM | hit rate 0.35% among 340,000; in the data active = inhibition above about 50%, passing the limit was not always enough; note: some results filed as inactive read as strong as hits
Peg3 promoter – inhibitors of Peg3 promoter; HeLa PEG-Prom luciferase reporter, luminescence, overnight; inhibition, % at 20 µM; hit rate 1.7% among 360,000;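 active = inhibition of at least 50% at 20 µM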
hiPSC survival – increases survival of single human iPS cells. hit rate 0.044% among 360,000. AID 602274. hiPSC single-cell survival, ATPlite luminescence; 100% = ROCK inhibitor wells, 0% = DMSO. survival enhancement, % at 20 µM; in the data active = survival enhancement above about 18%;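 note: cells exposed to compounds for 16 hours before the ATP read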
MITF TRPM1 inh – MITF TRPM1 promoter inhibition in SK-MEL-5 cells; SK-MEL-5 TRPM1 promoter luciferase, 24 h; inhibition, % at 12.5 µM; hit rate 0.83% among 330,000; AID 488899;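 active = mean inhibition across replicates of 60% or more, whatever share of single replicates reaches that level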; note: values of inactives mirror those of a sister screen read the other way
aDG glyco act – alpha-DG glycosylation activation; Pro5-aDG cells, alpha-DG glycosylation AlphaScreen (IIH6); 0% Pro5, 100% B10-LARGE cell signal; hit rate 0.22% among 360,000; activation, % at 10 µM;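 active = activation of at least 8% versus controls, or a plate z-score of at least 8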;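 note: Pro5 are CHO cells carrying HIG-tagged alpha-DG that lacks glycosylation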
CaV13 ICDI inh – Primary screen for inhibitors of IQ motif and Ca2+-dependent inactivation inhibitor domain binding in CACNA1D, Förster resonance energy transfer in living cells, …; HEK cells, CFP/YFP FRET ICDI-IQ, plate reader, 10 min; percent FRET-ratio fall versus neutral wells; inhibition, % at 12.3 µM; hit rate 0.098% among 340,000; AID 743397;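 active = mean replicate inhibition of at least 30% and at least 1% of replicates passing that level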;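 note: 0% = median of the neutral control wells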
NR2E3 ag-1 – agonists of human NR2E3 nuclear receptor; Q9Y5X4; CHO-S Gal4-NCOR/VP16-NR2E3 two-hybrid, luciferase; inhibition of corepressor binding, % at 3.98 µM; hit rate 0.35% among 360,000; AID 602229;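 active = inhibition above the mean of all tested compounds plus 3 SD, cut at about 70% in these data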;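 note: 0% = DMSO with NR2E3 transfected cells and 100% = cells lacking NR2E3 construct; higher means lower luciferase signal from less NR2E3 corepressor binding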
Target sequence (Q9Y5X4 whole entry, looked up, the tested form may be a part): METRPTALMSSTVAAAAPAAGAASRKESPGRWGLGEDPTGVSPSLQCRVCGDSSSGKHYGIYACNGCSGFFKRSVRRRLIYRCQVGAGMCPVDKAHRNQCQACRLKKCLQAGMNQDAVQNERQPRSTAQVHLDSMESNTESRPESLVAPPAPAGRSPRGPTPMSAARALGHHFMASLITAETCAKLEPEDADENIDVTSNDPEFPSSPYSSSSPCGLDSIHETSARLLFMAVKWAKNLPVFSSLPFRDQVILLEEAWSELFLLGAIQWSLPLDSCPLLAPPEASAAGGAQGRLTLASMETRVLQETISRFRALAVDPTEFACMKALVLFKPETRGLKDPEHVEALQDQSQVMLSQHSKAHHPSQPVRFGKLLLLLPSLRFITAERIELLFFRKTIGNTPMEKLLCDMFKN
Exocytosis inh – blocks lytic granule exocytosis; TALL-104 LAMP-1 surface exposure, flow cytometry; cells stimulated with thapsigargin and PMA; inhibition, % at 10 µM; hit rate 0.66% among 360,000; AID 651702;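 active = inhibition above about 55%, limit read from the data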
HIF-2a inh – inhibitors of HIF-2a; hit rate 0.72% among 360,000; 786-0 RCC cells HIF-2a reporter, luciferase luminescence, overnight; inhibition, % at 18.8 µM;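 active = inhibition of the luminescence signal of 40% or more relative to plate controls, in a single-dose primary screen at 18.75 µM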
PDI turbidity – inhibitors of human protein disulfide isomerase | hit rate 0.052% among 350,000 | inhibition, % at 10 µM | PDI insulin aggregation turbidity, A650, 90 min | AID 588391 | P07237;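 active = mean inhibition across replicates of 30% or more, whatever share of single replicates reach that level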;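 note: absorbance from insulin aggregation driven by PDI reduction with DTT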
Target sequence (P07237 whole entry, looked up): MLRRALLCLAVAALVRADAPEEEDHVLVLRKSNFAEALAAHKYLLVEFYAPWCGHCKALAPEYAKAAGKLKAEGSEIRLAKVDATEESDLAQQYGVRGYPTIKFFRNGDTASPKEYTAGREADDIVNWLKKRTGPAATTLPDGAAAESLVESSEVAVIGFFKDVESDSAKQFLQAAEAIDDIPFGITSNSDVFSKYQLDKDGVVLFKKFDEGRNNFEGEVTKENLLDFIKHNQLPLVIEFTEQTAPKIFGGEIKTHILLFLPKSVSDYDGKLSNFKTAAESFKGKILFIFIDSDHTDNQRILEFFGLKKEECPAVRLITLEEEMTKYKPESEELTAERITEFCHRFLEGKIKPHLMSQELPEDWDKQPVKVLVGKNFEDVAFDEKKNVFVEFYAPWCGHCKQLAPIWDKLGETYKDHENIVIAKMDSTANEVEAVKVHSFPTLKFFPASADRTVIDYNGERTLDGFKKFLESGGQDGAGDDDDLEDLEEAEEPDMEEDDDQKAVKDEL
NR2E3 ag-2 – activates human photoreceptor nuclear receptor NR2E3; inhibition of corepressor binding, % at 4.78 µM; GST-NR2E3/biotin-RetCOR TR-FRET, 1536-well; hit rate 0.12% among 320,000; AID 2300;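 active = percent inhibition above the cutoff of mean plus 3 SD of all tested compounds, set per screening campaign, cut at about 20% in these data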;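 note: 0% = DMSO wells and 100% = biotin wells as full block of FRET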
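System: GST-tagged NR2E3 plus biotinylated RetCOR corepressor; Amount: 1.35 nM GST-tagged NR2E3 final; Dosing: single nominal compound dose of 4.8 µM; Schedule: 5 h incubation at 4 °C; Technique: TR-FRET with europium anti-GST and streptavidin-D2, 340 nm excitation; Controls: biotin wells as high control, 0.6% DMSO wells as low control.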
The depositor's hits bear a star; / = not tested or not shown.

1. O=C(COc1ccccc1)NCCSCc1ccc(Cl)cc1
2. Cc1cc(S(=O)(=O)NC2CCN(Cc3ccccc3)CC2)c(C)cc1Cl
3. O=S(=O)(N/N=C\c1cccc(F)c1)c1ccccc1
4. COc1cc2c(cc1OC)C(NC(=O)c1ccc(C)cc1)CC2=O (configuration not stated)
5. C[C@@H]1NC(=O)[C@H](CCCN=C(N)N)NC(=O)c2cc([N+](=O)[O-])cc(I)c2NCCC[C@@H](C(N)=O)NC1=O
6. CC(C)C1Cc2c(sc3ncnc(NN)c23)CO1 (configuration not stated)
7. COc1ccc(CN(CCCN2CCOCC2)S(=O)(=O)N(C)C)cc1OC
8. CC(C)(C)NC(=O)C1Cc2ccccc2CN1C(=O)Nc1cccc(Cl)c1 (configuration not stated)

Compound,1,2,3,4,5,6,7,8
NR2E3 ag-2,1,-3,0,1,-1,3,-1,0
PDI turbidity,-3,15,6,-3,-2,1,-15,-23
HIF-2a inh,-8,5,9,13,13,30,14,14
Exocytosis inh,-9,9,2,-2,-11,17,-2,-3
aDG glyco act,-0.1,0.1,-0.2,0.0,-0.1,0.1,0.1,-0.5
Peg3 promoter,14,15,5,10,0,4,11,7
Vif inh,8,11,-15,2,-5,4,-7,15
hiPSC survival,-0.3,0.0,-0.3,-0.5,0.6,-0.6,0.1,9.9
CaV13 ICDI inh,-6,-4,-10,-15,-10,-4,-5,/
NR2E3 ag-1,-14,-25,0,-21,0,-5,-15,2
MITF TRPM1 inh,1,7,1,3,-6,3,-3,0

Fetched one by one from the entries so far, 6 records:
1. O=C(COc1ccccc1)NCCSCc1ccc(Cl)cc1
3. O=S(=O)(N/N=C\c1cccc(F)c1)c1ccccc1
7. COc1ccc(CN(CCCN2CCOCC2)S(=O)(=O)N(C)C)cc1OC
4. COc1cc2c(cc1OC)C(NC(=O)c1ccc(C)cc1)CC2=O (configuration not stated)
2. Cc1cc(S(=O)(=O)NC2CCN(Cc3ccccc3)CC2)c(C)cc1Cl
6. CC(C)C1Cc2c(sc3ncnc(NN)c23)CO1 (configuration not stated)

Compound,1,3,7,4,2,6
NR2E3 ag-2,1,0,-1,1,-3,3
PDI turbidity,-3,6,-15,-3,15,1
HIF-2a inh,-8,9,14,13,5,30
Exocytosis inh,-9,2,-2,-2,9,17
aDG glyco act,-0.1,-0.2,0.1,0.0,0.1,0.1
Peg3 promoter,14,5,11,10,15,4
Vif inh,8,-15,-7,2,11,4
hiPSC survival,-0.3,-0.3,0.1,-0.5,0.0,-0.6
CaV13 ICDI inh,-6,-10,-5,-15,-4,-4
NR2E3 ag-1,-14,0,-15,-21,-25,-5
MITF TRPM1 inh,1,1,-3,3,7,3

(cont.)
9. COC(=O)CCCCC1SCC(NC(=O)c2ccccc2)C1OC(C)=O (configuration not stated)
10. COC(=O)CN(c1ccc(OC)cc1OC)S(=O)(=O)c1ccccc1[N+](=O)[O-]
11. Cc1nnc(SCC(=O)Nc2ccc(S(=O)(=O)Nc3ccc(Cl)nn3)cc2)s1
12. CC1CCN(CCCNC(=O)CCNC(=O)Cn2cnc3ccccc3c2=O)CC1
13. CN1C(=O)/C(=C/c2ccccc2OCc2ccc(C(=O)O)cc2)NC1=S
14. CCCOc1ccc(CC(=O)NCCc2ccccc2)cc1OC
15. CCCC(=O)N1CCCC1(C)C(=O)Nc1cc(OC)ccc1OC (configuration not stated)
16. CCCOc1ccc(/C=C/c2[nH]c(=O)[nH]c(=O)c2[N+](=O)[O-])cc1OCC

Compound,9,10,11,12,13,14,15,16
NR2E3 ag-2,-2,2,/,0,0,-1,/,0
PDI turbidity,-2,-3,7,8,-1,-15,-5,-11
HIF-2a inh,15,14,5,9,18,16,7,12
Exocytosis inh,-8,-2,-2,-6,0,12,5,0
aDG glyco act,0.3,-0.3,0.0,-0.2,-0.3,0.0,0.0,0.2
Peg3 promoter,8,0,10,-2,8,9,6,-6
Vif inh,-1,9,-11,-1,2,-8,22,1
hiPSC survival,-0.1,0.4,-0.2,1.2,0.9,-0.6,1.8,-0.4
CaV13 ICDI inh,8,-3,/,-3,3,-4,-6,-6
NR2E3 ag-1,12,-13,0,-25,-11,18,0,4
MITF TRPM1 inh,/,-4,6,-20,3,2,/,2

17. Cc1cc(C(=O)NNC(=O)/C=C/c2ccccc2Cl)c(C)o1
18. CCC1CCC2(CC1)NC(=O)N(CC(=O)Nc1ccc(OC)c(Cl)c1)C2=O (configuration not stated)
19. CC(=O)N1CCN(C(=O)c2ccc(Cl)c(S(=O)(=O)N3CCc4ccccc43)c2)CC1
20. CC(C)(C)c1ccc(Oc2cccc(C3CC(=O)C(C4NCCc5ccccc54)C(=O)C3n3cncn3)c2)cc1 (configuration not stated)
21. C[C@@H]1COC(=O)[C@@H](Cc2ccc(F)cc2)CC/C=C\C[C@@H](CC(=O)NCCO)C(=O)N1
22. CC(NC(=O)COC(=O)c1cn(-c2ccccc2)nc1-c1cccs1)c1ccccc1 (configuration not stated)
23. Cc1ccc(C2C3CSCC=C3C(C#N)=C(N)C2(C#N)C#N)cc1 (configuration not stated)
24. CCCC(=O)Nc1nnc([C@H]2C[C@H](O)[C@@H](CO)O2)s1

Compound,17,18,19,20,21,22,23,24
NR2E3 ag-2,-1,6,1,1,/,2,3,/
PDI turbidity,-3,-2,1,5,19,-2,-5,-10
HIF-2a inh,-6,13,16,17,-1,-11,-1,6
Exocytosis inh,-1,-2,-1,-2,8,-2,-2,2
aDG glyco act,-0.1,0.3,-0.2,0.1,0.0,-0.1,-0.3,0.0
Peg3 promoter,-3,-4,3,-8,-3,13,-44,4
Vif inh,11,-12,37,-4,-3,22,-1,-2
hiPSC survival,-0.4,-0.2,-0.5,-1.4,-1.0,0.3,-1.1,-1.5
CaV13 ICDI inh,-2,-5,-6,/,-4,-3,-9,-5
NR2E3 ag-1,-47,-13,-17,6,-15,10,-4,-11
MITF TRPM1 inh,11,-6,/,-11,-1,-2,19,/

25. O=C(COC(=O)c1cncc(Br)c1)NC1CCCC1
26. CCOc1ccccc1C1c2[nH]c3ccccc3c2C[C@H]2C(=O)N(C3CCN(Cc4ccccc4)CC3)CC(=O)N12 (some centres not stated)
27. Cc1ccc(-c2cc(C(=O)N3CCN(C(=O)c4ccco4)CC3)no2)cc1
28. CCOC(=O)C1=C(C)Nc2ncnn2C1c1cccs1 (configuration not stated)
29. O=C1c2cccnc2C(Nc2cccc(F)c2)N1Cc1ccco1 (configuration not stated)
30. Cc1ccc(NC(=O)COC(=O)C2CC2)c(Br)c1
31. Cc1ccc(NC(=O)COC(=O)CN2C(=O)NC3(CCCC3)C2=O)cc1Cl
32. Cc1nc(N2CCC(C)CC2)c2c(C)c(C(=O)Nc3cccc(C(F)(F)F)c3)sc2n1

Compound,25,26,27,28,29,30,31,32
NR2E3 ag-2,4,/,2,0,-2,0,2,-4
PDI turbidity,-3,12,-2,-5,-3,9,5,9
HIF-2a inh,8,21,-43,7,-5,10,5,5
Exocytosis inh,-7,17,-2,-2,-1,8,-2,-4
aDG glyco act,-0.2,2.4,0.2,-0.1,-0.2,0.0,0.0,0.7
Peg3 promoter,-8,19,-35,-1,1,-20,-2,19
Vif inh,18,4,4,-5,-4,-6,-12,-2
hiPSC survival,-0.5,-0.7,-1.7,1.2,-1.3,4.1,0.4,-1.6
CaV13 ICDI inh,-2,-18,-5,-3,-4,-3,-5,-5
NR2E3 ag-1,-37,-36,-28,-4,-33,1,-1,11
MITF TRPM1 inh,8,13,-2,7,-3,-2,-4,-4

33. O=C(COc1ccc(Cl)cc1)NCCNC(=O)c1cnccn1
34. Nc1cc(C(=O)OCC(=O)NCCC2=CCCCC2)ccc1Cl
35. OC[C@@H]1CN(Cc2ccc(Cl)cc2)C[C@H](n2cnc3c(NCc4ccco4)ncnc32)O1
36. Cc1ccc(S(=O)(=O)N2CCOCC2)cc1C(=O)NC(=S)N1CC(C)CC(C)C1 (configuration not stated)
37. COc1ccc(NC(=O)NC2(C(=O)N3CCCC3)CCCCC2)cc1
38. CC(C)Cn1nc(C(=O)N2CCc3ccccc32)c2ccccc2c1=O
39. CCn1c(SCC(=O)N2c3ccccc3Sc3ccccc32)nnc1-c1ccco1
40. CCOc1ccc(C2CC(c3cccc(OC)c3OC)n3nnnc3N2)cc1Cl (configuration not stated)

Compound,33,34,35,36,37,38,39,40
NR2E3 ag-2,2,/,/,1,1,/,-4,1
PDI turbidity,-5,6,4,-10,2,-2,4,-8
HIF-2a inh,15,2,27,10,3,23,12,13
Exocytosis inh,6,-3,-4,0,-7,9,4,-5
aDG glyco act,0.2,0.1,-0.1,0.1,0.1,-0.1,0.5,-0.1
Peg3 promoter,-20,0,18,7,-2,35,22,8
Vif inh,21,11,4,2,-7,-6,-26,3
hiPSC survival,-0.5,1.3,-0.3,0.0,1.7,-0.5,-0.2,4.2
CaV13 ICDI inh,-4,-3,-3,-1,-3,-5,/,/
NR2E3 ag-1,26,-6,-10,3,-23,4,-19,-20
MITF TRPM1 inh,5,-3,/,-9,5,13,11,0

41. O=C(COC(=O)COc1ccc(Cl)cc1Br)NCc1cccs1
42. COc1cc(Cl)c(C)cc1N1C(=O)CN(Cc2ccccc2)C1=S
43. CC(C)CC(=O)NC(=S)Nc1ccccc1C(F)(F)F
44. Cc1cc(NC(=O)CCC(=O)N(Cc2cccs2)C(C(=O)NC2CCCC2)c2ccncc2)no1 (configuration not stated)
45. CC(C)(C)c1ccc(C(=O)N2CCC2(C)C(=O)Nc2cccc3ccccc23)cc1 (configuration not stated)
46. Cc1ccc(S(=O)(=O)NCc2ccccc2)s1
47. CCN(CC(=O)Nc1ccccc1OC)C(=O)CCOc1ccc(C(C)(C)C)cc1
48. Cn1nc(C(F)(F)F)c(/C=N/OC(=O)c2ccc(Cl)cc2)c1Cl
49. O=C1N=C(N2CCc3ccccc3C2)S/C1=C\c1cccc(O)c1
50. O=C(NC1CCCCCCC1)C1c2ccccc2C(=O)N1Cc1ccco1 (configuration not stated)
51. CC1CCN(C(=O)CCC(=O)N2CC(C)Oc3ccccc32)CC1 (configuration not stated)

Compound,41,42,43,44,45,46,47,48,49,50,51
NR2E3 ag-2,0,-2,1,2,/,0,1,2,4,1,4
PDI turbidity,2,8,-6,7,1,2,5,-1,-3,-4,/
HIF-2a inh,4,19,14,2,8,13,11,2,-68,-4,0
Exocytosis inh,-3,-9,-3,-2,9,-6,2,1,-4,-2,4
aDG glyco act,-0.1,-0.1,-0.1,0.4,-0.1,0.2,0.1,-0.2,0.2,0.0,-0.1
Peg3 promoter,5,5,-2,-1,22,1,16,7,-18,-5,5
Vif inh,-11,-9,0,-5,-14,-2,1,19,-4,6,-3
hiPSC survival,-1.2,0.1,0.0,0.3,-0.2,1.5,-0.3,3.7,0.2,-1.8,-0.2
CaV13 ICDI inh,3,-17,-15,-5,-4,-1,-5,-5,-4,-4,-5
NR2E3 ag-1,-6,7,0,-13,-11,-45,-18,-59,-21,0,-11
MITF TRPM1 inh,5,4,-2,14,/,11,2,6,-7,-1,9

Bioassay records as filed in PubChem.
